# Screening data: PubChem BioAssay, several laboratories
# ANO1 activ = TMEM16A chloride channel activators or potentiators, primary screen, cell-based, HTS. AID 623877, 2012. HEK293 TMEM16A/YFP-H148Q/I152L, iodide quench fluorescence; active compounds read low. B-score at 10 µM. 340,000 compounds, 0.3% hits. Anoctamin-1 (Mus musculus), Q8BHY3;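 active = fluorescence-ratio B-score plate-corrected deviation score at least 3 library SD below zero, with starting fluorescence score within 5 deviations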;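 note: channel opened by trigger with iodide after compound preincubation; score built on the fluorescence ratio of max minus min over baseline; more negative score means more quench and so TMEM16A activation or potentiation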
# HDAC3 inhib = HDAC3 deacetylase inhibitors, primary screen, biochemical, fluorescence, cell-free homogeneous; Histone deacetylase 3 (Homo sapiens), O15379; recombinant HDAC3, fluorogenic peptide/trypsin coupled; inhibition, % at 8.3 µM; 320,000 compounds, 0.15% hits; AID 2718, 2010; in the data active = inhibition above about 26%, passing the limit was not always enough; inconclusive = no clear call, values can overlap the other calls
# Target sequence (O15379 whole entry, looked up): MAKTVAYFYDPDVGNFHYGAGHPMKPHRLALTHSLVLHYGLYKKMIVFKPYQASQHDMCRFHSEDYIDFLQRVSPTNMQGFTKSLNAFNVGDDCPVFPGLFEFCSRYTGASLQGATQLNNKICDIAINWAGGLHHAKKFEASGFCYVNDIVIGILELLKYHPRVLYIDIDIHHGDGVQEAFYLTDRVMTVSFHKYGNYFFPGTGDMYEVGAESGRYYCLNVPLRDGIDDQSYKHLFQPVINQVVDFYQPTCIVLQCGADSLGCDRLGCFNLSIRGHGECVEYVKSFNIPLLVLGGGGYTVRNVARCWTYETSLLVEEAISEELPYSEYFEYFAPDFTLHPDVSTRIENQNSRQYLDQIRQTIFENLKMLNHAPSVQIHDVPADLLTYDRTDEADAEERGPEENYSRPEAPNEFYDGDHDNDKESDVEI
# KCNK3 block = human KCNK3 channel inhibitors, primary screen, CHO cells, FluxOR thallium flux, B-score. Potassium channel subfamily K member 3 (Homo sapiens), O14649. FluxOR fluorescence; active compounds read low. B-score at 10 µM. 340,000 compounds, 0.84% hits;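 active = B-score under library mean minus 4 SD, starting fluorescence ratio at most library mean plus 5 SD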;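 note: more negative B-score means stronger inhibition of thallium flux through KCNK3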
# Target sequence (O14649 whole entry, looked up): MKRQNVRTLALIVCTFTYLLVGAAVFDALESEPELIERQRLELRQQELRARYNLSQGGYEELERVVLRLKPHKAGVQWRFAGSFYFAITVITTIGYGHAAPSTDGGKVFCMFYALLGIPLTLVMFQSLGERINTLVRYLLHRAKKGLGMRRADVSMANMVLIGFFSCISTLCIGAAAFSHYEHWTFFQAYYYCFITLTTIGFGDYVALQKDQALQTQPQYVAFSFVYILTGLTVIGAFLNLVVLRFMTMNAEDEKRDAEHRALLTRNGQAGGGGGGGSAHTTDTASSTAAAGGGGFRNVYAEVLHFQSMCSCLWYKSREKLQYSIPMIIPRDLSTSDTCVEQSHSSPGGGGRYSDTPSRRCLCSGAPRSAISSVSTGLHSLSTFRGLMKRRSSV
# * = called active by the depositor; i = inactive; ? = inconclusive. These rows are one share of the data; rates above refer to the full screens.
SMILES,ANO1 activ,HDAC3 inhib,KCNK3 block
O=C(CSc1nc2cc(Cl)ccc2s1)NCC1CCCO1 (stereo not drawn),i,-10.6,i
CC(=NNC(=O)c1ccc(NS(=O)(=O)c2cccs2)cc1)c1ccc(OCC(N)=O)cc1,i,-2.8,i
CC1CCCC(NC(=O)CN2C(=O)NC(C)(c3cc(F)ccc3F)C2=O)C1C (stereo not drawn),i,-4.2,i
O=C(c1ccco1)N1CCN(C(=O)c2ccc(-c3ccc(Cl)cc3)o2)CC1,i,4.8,i
CC(=O)Nc1ccc(C(=O)OCC(=O)N(c2ccccc2)C2CCS(=O)(=O)C2)cc1 (stereo not drawn),i,-0.9,i
COc1ccc(-n2cnnc2SCC(=O)NC2CCCCC2)cc1,i,-4.4,i
COc1ccc(Cl)cc1NC(=O)CN(C)CC(=O)Nc1c(C)n(C)n(-c2ccccc2)c1=O,i,0.6,i
Cc1csc(=O)n1CC(=O)OCC(=O)Nc1ccccc1C(C)C,i,1.5,i
CC1(C)CC[C@]2(C(=O)O)CC[C@]3(CO)C(=CCC4[C@@]5(C)C[C@H](O)[C@H](O)[C@@](C)(C(=O)O)C5CC[C@]43C)[C@@H]2C1 (stereo partly drawn),i,1.2,i
COc1ccc(-c2ccc3c(c2)S(=O)(=O)c2cccc(C(=O)N4CCN(c5c(Cl)cncc5Cl)CC4)c2C3=O)cc1OC,i,6.7,i
COc1ccc(CCNC(=O)COC(=O)/C=C/c2ccc(OC)cc2OC)cc1,i,0.2,i
COc1cc(OC)cc(C(=O)NC(C(=O)Nc2ccc3c(c2)OCCO3)C(C)C)c1 (stereo not drawn),i,-2.5,i
Cn1nc(C(=O)NNC(=O)CCOc2ccc(C(C)(C)C)cc2)c2ccccc2c1=O,i,9.4,i
Nc1cc(C(=O)OCC(=O)Nc2cccc(S(=O)(=O)N3CCOCC3)c2)ccc1Cl,i,-21.9,i
O=C1c2ccccc2NC(c2ccc(-c3ccc(C(F)(F)F)cc3)o2)N1O (stereo not drawn),i,16.6,i
Cc1ccc(S(=O)(=O)N2CCN(C(=O)C3CC(=O)N(c4ccc5c(c4)OCCO5)C3)CC2)cc1 (stereo not drawn),i,0.6,i
CCCn1c(SCC(=O)Nc2ccccc2C(=O)NC2CC2)n[nH]c1=O,i,2.4,i
CC1CC(C)CN(C(=O)C(C)N2CCN(S(=O)(=O)c3cccs3)CC2)C1 (stereo not drawn),i,4.0,i
CN(c1ccc(-c2csc(NC(=O)C3CC(=O)N(Cc4ccco4)C3)n2)cc1)S(C)(=O)=O (stereo not drawn),i,1.2,i
Cc1cc(NC(=O)CSc2nnc(-c3ccccc3C)n2C)no1,i,-8.1,i
COc1cccc(-c2ncc3ccccc3c2COC(=O)c2ccc(Br)cc2)c1,i,-3.0,i
COc1ccc(-c2sc3ccccc3c2-c2ccc(O)cc2)cc1,i,1.6,i
COc1ccc(Br)cc1CN(C)C(=O)Cc1ccc(OC)c(S(=O)(=O)N2CCOCC2)c1,i,-7.9,i
Cc1ccc(S(=O)(=O)N(C)CC(=O)NCC(c2ccc(F)cc2)N2CCOCC2)cc1 (stereo not drawn),i,-0.8,i
O=C(COC(=O)c1ccccc1O)Nc1ccc2ccccc2c1,i,2.3,i
O=C(COC(=O)COc1ccc(Br)cc1)NCc1ccc2c(c1)OCO2,i,2.0,i
Cc1ccc(S(=O)(=O)N2CCOCC2)cc1C(=O)N1CCN(S(=O)(=O)c2cccc(F)c2)CC1,i,-4.1,i
COc1ccc(CN2CCN(CC(=O)Nc3ccccc3C(=O)NC3CC3)CC2)cc1F,i,-1.0,i
COc1ccc(NC(=O)C2CC2)cc1S(=O)(=O)N1CCOCC1,i,-0.8,i
O=C(COC(=O)c1ccc(O)cc1)Nc1cc(S(=O)(=O)N2CCOCC2)ccc1Cl,i,-0.2,i

# Rewritten field by field: part of the list above
Cc1ccc(S(=O)(=O)N2CCOCC2)cc1C(=O)N1CCN(S(=O)(=O)c2cccc(F)c2)CC1
- ANO1 activ = i
- HDAC3 inhib = -4.1
- KCNK3 block = i

COc1ccc(CN2CCN(CC(=O)Nc3ccccc3C(=O)NC3CC3)CC2)cc1F
- ANO1 activ = i
- HDAC3 inhib = -1.0
- KCNK3 block = i

# Next part.
SMILES,ANO1 activ,HDAC3 inhib,KCNK3 block
O=C(CN1CCN(CC(=O)Nc2ccc(F)cc2)CC1)NCC1(N2CCOCC2)CCCCC1,i,-0.7,i
COc1ccc(C(=O)COC(=O)c2sc(C)nc2C)cc1OC,i,3.0,i
O=C(CN1C(=O)CCOc2ccccc21)Nc1cccc(S(=O)(=O)N2CCOCC2)c1,i,-8.6,i
CC1CCCC(NC(=O)COC(=O)COc2ccc(C#N)cc2)C1C (stereo not drawn),i,-6.6,i
COc1c2ccc(OCC/C(C)=C/C(=O)C=C(C)C)cc2nc2occc12,i,9.0,i
O=C(NNC(=O)C1CCN(C(=O)Nc2ccccc2)CC1)c1ccc([N+](=O)[O-])cc1,i,-5.9,i
CN(CC(=O)Nc1ccc(OC(F)(F)F)cc1)C(=O)Cc1cccs1,i,1.2,i
COc1ccccc1NC(=O)COC(=O)C1CCCC1,i,0.4,i
COc1cc2c(cc1OC)CN(C(=O)c1cccc(S(=O)(=O)N3CCc4ccccc43)c1)CC2,i,4.8,i
COc1cc(C(=O)NC2CCN(C)CC2)ccc1Nc1ncc2c(n1)N(C1CCC(O)CC1)CCC(=O)N2C (stereo not drawn),i,-5.6,i
COCCn1c(SCC(=O)Nc2cccnc2Cl)nc2ccccc2c1=O,i,2.0,i
O=C(Nc1cccc(S(=O)(=O)N2CCCCC2)c1)C1CCN(C(=O)c2ccc(Cl)cc2)CC1,i,8.1,i
CN(CC(=O)Nc1cccc(F)c1)CC(=O)N(C)c1c(N)n(Cc2ccccc2)c(=O)[nH]c1=O,i,1.9,i
C[C@H]1COC(=O)[C@@H](CC(=O)OC(C)(C)C)C/C=C\C[C@@H](CC(=O)N[C@H](CO)Cc2ccccc2)C(=O)N1,i,2.4,i
CS(=O)(=O)c1ccc(Cl)c(NC(=O)CN2CCCC2c2ccc3c(c2)OCCCO3)c1 (stereo not drawn),i,11.2,i
CC1(NC(=O)CSc2nnc(-c3ccco3)n2Cc2ccccc2)CCS(=O)(=O)C1 (stereo not drawn),i,-0.7,i
COc1ccccc1OCC(=O)OCc1cc(-c2ccco2)on1,i,1.3,i
O=C(Nc1ccc(Br)cn1)c1cccc(S(=O)(=O)N2CCCC2)c1,i,-1.8,i
Cc1c(C(=O)OCc2nnc(-c3ccccc3)o2)oc2ccccc12,i,5.0,i
O=C(Cn1nnc(-c2ccccc2Cl)n1)Nc1cccc(S(=O)(=O)N2CCCC2)c1,i,8.1,i
C[C@H](CO)N1C[C@H](C)[C@@H](CN(C)CC2CCCCC2)Oc2c(NS(=O)(=O)c3ccccc3)cccc2C1=O,i,-13.3,i
CCOc1ccc(C(CC(=O)O)NC(=O)C(c2ccccc2)c2ccccc2)cc1OC (stereo not drawn),i,1.7,i
CC1(NC(=O)CN2CCN(c3cnn(-c4ccccc4)c(=O)c3Cl)CC2)CCS(=O)(=O)C1 (stereo not drawn),i,4.8,i
O=C(CCNC(=O)c1ccc(Cl)cc1)NCCCN1CCOCC1,i,-1.0,i
CC1O[C@H](OC2C(COC3OC(CO)C(O)[C@H](O)C3O)OC(OC3CC[C@]4(C)C(CC[C@@]5(C)[C@@H]4C=C[C@]46OC[C@@]7(CCC(C)(C)C[C@H]74)C(O)C[C@@]56C)C3(C)C)C(O)C2O)C(O)C(O)C1O (stereo partly drawn),i,-7.7,i
Cc1ccc(NC(=O)CSc2nc(N)cc(=O)[nH]2)cc1S(=O)(=O)N1CCCCC1,i,5.6,i
Cc1cccc(C)c1NC(=O)CSc1n[nH]c(=O)n1C1CC1,i,-5.8,i
O=C(OCc1cc(=O)n2ccsc2n1)c1ccccc1O,i,2.5,i
CC(=O)NS(=O)(=O)c1ccc(NC(=O)c2ccc3c(c2)NC(=O)CS3)cc1,i,-5.7,i
CN(CC(=O)Nc1cccc(F)c1)C(=O)c1ccc(OCc2ccccc2)cc1,i,1.0,i

# Quoted from the entries so far for reference:
SMILES,ANO1 activ,HDAC3 inhib,KCNK3 block
CC1(NC(=O)CSc2nnc(-c3ccco3)n2Cc2ccccc2)CCS(=O)(=O)C1 (stereo not drawn),i,-0.7,i
COc1ccccc1OCC(=O)OCc1cc(-c2ccco2)on1,i,1.3,i
O=C(Nc1ccc(Br)cn1)c1cccc(S(=O)(=O)N2CCCC2)c1,i,-1.8,i

# Remaining list, next part:
SMILES,ANO1 activ,HDAC3 inhib,KCNK3 block
O=C(COC(=O)/C=C/c1ccc(F)cc1)Nc1ccc(S(=O)(=O)N2CCOCC2)cc1,i,-0.8,i
COc1ccc([C@H]2CC(=O)C=C(c3cc4ccccc4s3)C2)cc1,i,-8.4,i
Cc1cccc(NC(=O)CN(CC2CCCO2)C(=O)c2cc(S(=O)(=O)N(C)C)ccc2F)c1C (stereo not drawn),i,-2.8,i
CCc1ccccc1C1=CC(=O)C[C@H](c2ccc(OC)cc2)C1,i,7.3,i
O=C(OCc1c(-c2ccccc2)ncc2ccccc12)N1CCOCC1,i,5.4,i
O=C(C[C@H]1C/C=C\C[C@H](NC(=O)OCC2c3ccccc3-c3ccccc32)C(=O)OC[C@H](Cc2ccccc2)NC1=O)N[C@H](CO)Cc1ccccc1,i,9.3,i
COc1ccc2sc(-c3ccc(N(C)C)cc3)c(C#CCO)c2c1,i,-4.8,i
Cn1ccnc1SCC(=O)Nc1ccc(SC(F)F)cc1,i,0.0,i
COc1ccc(S(=O)(=O)N2CCN(C(=O)CN3C(=O)NC(C)(C)C3=O)CC2)cc1,i,-4.2,i
CCOC(=O)CCCCCC(=O)Nc1ccc2c(c1)CC(=O)N([C@@H](C)CO)C[C@H](C)[C@@H](CN(C)Cc1ccccc1)O2,i,?,i
COc1ccc(S(=O)(=O)Nc2ccc3c(c2)C(=O)N([C@@H](C)CO)C[C@H](C)[C@H](CN(C)S(=O)(=O)c2ccc(F)cc2)O3)cc1,i,2.4,i
O=C(CN1C(=O)NC(c2ccccc2)(c2ccccc2)C1=O)NC1CCCC1,i,-2.2,i
Cc1ccc2c(c1)CCCN2CC(=O)Nc1cc(S(=O)(=O)N2CCCC2)ccc1Cl,i,14.4,i
CC(C)(CNC(=O)CNC(=O)C1CCCCC1)N1CCOCC1,i,2.4,i
Cc1ccc(C(=O)NNC(=O)COc2ccc(Cl)cc2C)o1,i,6.2,i
CCCOc1ccc(C(=O)CCC(=O)Nc2ccc(N3CCN(C)CC3)cc2)cc1,i,4.3,i
Cc1noc(C)c1NC(=O)Nc1ccc2c(c1)C(=O)N([C@H](C)CO)C[C@H](C)[C@@H](CN(C)S(C)(=O)=O)O2,i,-4.1,i
CC(=O)c1c(C)[nH]c(C(=O)OCC(=O)c2c[nH]c3ccccc23)c1C,i,0.9,i
O=C(COC(=O)[C@@H]1CC(O)CN1S(=O)(=O)c1ccc2c(c1)OCCO2)Nc1cc(F)ccc1F (stereo partly drawn),i,5.1,i
O=C(c1cccc(S(=O)(=O)N2CCCC2)c1)N1CCN(Cc2ccccc2)CC1,i,-7.5,i
O=C(Nc1ccc(N2CCOCC2)cc1N1CCOCC1)c1ccc(F)cc1,i,11.5,i
CN(C(=O)COC(=O)/C=C/c1cccs1)C1CCCCC1,i,0.1,i
CC(C)(C)OC(=O)NCCCCCNC(=O)c1[nH]cnc1C(=O)Nc1cccc(Cl)c1,i,-1.9,i
Cc1cc(C)c(NC(=O)COC(=O)C23CC4CC(CC(O)(C4)C2)C3)c(Cl)c1,i,6.3,i
Cc1nnc(SCC(=O)N(CC(C)C)C2CCS(=O)(=O)C2)s1 (stereo not drawn),i,-6.6,i
CNC(=S)Nc1cccc(S(=O)(=O)NCc2ccco2)c1,i,-3.7,i
CSCCC(NC(=O)c1ccccc1Cl)C(=O)NCCc1ccccn1 (stereo not drawn),i,?,i
O=S(=O)(c1ccccc1)N1CCN(Cc2cc3c(cc2Br)OCCO3)CC1,i,8.8,i
CCOC(=O)[C@H]1[C@H]2COc3cc(OC)ccc3[C@@H]2N2C(=O)CN(Cc3ccc(Cl)cc3)C(=O)[C@@]12C,i,1.0,i
CCOC(=O)[C@@H]1[C@H]2COc3cc(OC)ccc3[C@H]2N2C(=O)N(c3cccc(F)c3)C(=O)[C@@]12C,i,2.8,i

# Some of the entries so far, with each value named.
CNC(=S)Nc1cccc(S(=O)(=O)NCc2ccco2)c1
- ANO1 activ: i
- HDAC3 inhib: -3.7
- KCNK3 block: i

CCOC(=O)[C@@H]1[C@H]2COc3cc(OC)ccc3[C@H]2N2C(=O)N(c3cccc(F)c3)C(=O)[C@@]12C
- ANO1 activ: i
- HDAC3 inhib: 2.8
- KCNK3 block: i

CC(C)(C)OC(=O)NCCCCCNC(=O)c1[nH]cnc1C(=O)Nc1cccc(Cl)c1
- ANO1 activ: i
- HDAC3 inhib: -1.9
- KCNK3 block: i

# New compounds follow
SMILES,ANO1 activ,HDAC3 inhib,KCNK3 block
CC(SCC(=O)Nc1ccccc1Br)c1nc2ccccc2c(=O)[nH]1 (stereo not drawn),i,5.2,i
CCOc1ccc(NC(=O)COc2ccc(-n3cnnn3)cc2)cc1,i,-2.1,i
C[C@@]12CCC[C@@](C)(C(=O)O)C1CC[C@@]13C[C@@H](NCc4ccccc4)[C@@](C)(CCC12)C3 (stereo partly drawn),i,4.1,i
COc1cc(OC)cc(C(=O)N[C@H](C(=O)OCC(=O)c2c[nH]c3ccccc23)C(C)C)c1,i,9.1,i
